OX1R FRET antag: blocks the human orexin 1 receptor | AID 485270 | 1.8% of 330,000 active | inhibition, % at 6.6 µM | O43613 | OX1R-expressing cells, FRET antagonist read-out; in the data active = inhibition mostly above about 38%, no sharp cut-off; inactive = mostly below about 40%;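 also: 0% = agonist challenge alone and 100% = reference antagonist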
KCNQ2 block: KCNQ2 potassium channel inhibitors, primary screen, cell-based, CHO-K1, FluxOR thallium flux, B-score (AID 2156); O88943; 20 min; hits give low values; B-score at 10 µM; 1.1% of 310,000 active;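 active = fluorescence ratio B-score at most minus 3 library SDs, with starting brightness B-score within 2 library SDs, cut at about -5.5 in these data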
Target sequence (O88943 whole entry, looked up): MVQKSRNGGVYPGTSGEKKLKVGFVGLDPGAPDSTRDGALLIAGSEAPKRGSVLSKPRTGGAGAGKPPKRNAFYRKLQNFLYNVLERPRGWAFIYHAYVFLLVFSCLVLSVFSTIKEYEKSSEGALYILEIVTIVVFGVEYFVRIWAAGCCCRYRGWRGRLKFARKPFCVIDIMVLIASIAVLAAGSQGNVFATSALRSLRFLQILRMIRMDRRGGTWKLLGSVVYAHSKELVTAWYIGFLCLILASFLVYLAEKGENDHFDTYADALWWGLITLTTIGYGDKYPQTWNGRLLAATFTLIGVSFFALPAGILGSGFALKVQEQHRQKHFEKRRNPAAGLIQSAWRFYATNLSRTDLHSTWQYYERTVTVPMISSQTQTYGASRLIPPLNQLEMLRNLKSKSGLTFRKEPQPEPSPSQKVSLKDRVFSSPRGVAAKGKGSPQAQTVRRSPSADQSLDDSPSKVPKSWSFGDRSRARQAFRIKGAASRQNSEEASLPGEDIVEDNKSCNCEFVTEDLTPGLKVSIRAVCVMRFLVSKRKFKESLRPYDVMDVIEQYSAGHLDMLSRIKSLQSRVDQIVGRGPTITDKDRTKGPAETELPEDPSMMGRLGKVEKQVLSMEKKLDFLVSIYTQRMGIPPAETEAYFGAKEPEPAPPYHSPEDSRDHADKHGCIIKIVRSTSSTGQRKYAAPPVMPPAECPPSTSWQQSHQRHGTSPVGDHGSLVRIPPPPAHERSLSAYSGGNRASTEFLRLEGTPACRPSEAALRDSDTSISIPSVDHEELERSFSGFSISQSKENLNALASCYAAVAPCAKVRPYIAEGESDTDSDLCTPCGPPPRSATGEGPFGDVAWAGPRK
STK33 kinase inh: blocks human STK33 kinase activity. Q9BYT3. purified STK33, MBP phosphorylation, ADP-Glo luminescence. inhibition, % at 10 µM. 0.073% of 320,000 active;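 active = inhibition at or above 25%, using the most active replicate where run in duplicate; inactive = inhibition below 25%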
Active calls of the source: *; i = inactive; nt = not tested or not shown.

OX1R FRET antag	KCNQ2 block	STK33 kinase inh	SMILES
14	i	0.1	Cc1cc(C)c(NS(=O)(=O)c2c(C)noc2C)c(C)c1
22	i	0.1	CC(=O)NC1C(OCc2cccc(Br)c2)OC(COC(C)=O)C(OC(C)=O)C1OC(C)=O (stereo not given)
10	i	-3.3	COc1ccc(S(=O)(=O)N2CCOC2CNC(=O)C(=O)NCCN2CCOCC2)cc1OC (stereo not given)
15	i	-1.4	COc1ccc(OC)c(NC(=O)CCN2C(=O)c3cccc([N+](=O)[O-])c3C2=O)c1
8	i	-0.9	N[C@@H](C(=O)N[C@@H]1C(=O)N2C(C(=O)O)=C(Cl)CS[C@H]12)c1ccccc1
3	i	0.8	CC(C)CCOc1ccc(C2=NNC(=O)CC2)cc1
3	i	1.3	O=C(/C=C/c1ccco1)NCC1OCCc2ccccc21 (stereo not given)
10	i	-1.8	Cc1cccc(-n2cc(CNCCN3CCOC3=O)c(-c3cccc(F)c3)n2)c1
27	i	-0.6	CCS(=O)(=O)n1nc(-c2ccccc2)cc1N
18	i	0.1	Cc1ccc(C)c(CN2C(=O)C3(OCCCO3)c3ccccc32)c1

The list continues:
OX1R FRET antag	KCNQ2 block	STK33 kinase inh	SMILES
5	i	0.0	COc1cccc(-c2nc(N3CCN(c4ccccc4)CC3)c3ccccc3n2)c1O
16	nt	-3.1	O=C(OCc1nnn(Cc2ccccc2)c1-c1c(COC(=O)c2ccccc2)nnn1Cc1ccccc1)c1ccccc1
10	i	-3.5	C=CCNC(=O)c1cnn(-c2ccccc2)c1-c1ccccc1
19	i	2.1	NCCCC[C@H]1CNC(=S)N1CCCCC1CCCCC1
18	i	0.5	COCCOc1cc2ncnc(N3CCC(C(=O)O)CC3)c2cc1OCCOC
29	i	0.0	CC(Oc1ccc(Cl)cc1)C(=O)N/N=C/c1ccsc1 (stereo not given)
23	i	0.2	CCCCOc1ccc(C2NC(=O)NC(C)=C2C(C)=O)cc1OCC (stereo not given)
6	i	-1.1	NC(=O)CC(NC(=O)c1cccc(Br)c1)c1ccc(NC2CCCCCCCCCCC2)c([N+](=O)[O-])c1 (stereo not given)
14	i	5.7	CC(=O)Oc1ccc(/C=N/NC(=O)c2ccc(N(C)S(=O)(=O)c3ccccc3)cc2)cc1
6	i	-0.3	Cc1cccnc1NC(=O)CCCc1c[nH]c2ccccc12

Further structures.
OX1R FRET antag	KCNQ2 block	STK33 kinase inh	SMILES
52	i	-2.9	O=C(NCc1ccc2c(c1)OCO2)c1ccc2c(c1)S(=O)(=O)c1ccccc1C2=O
11	i	-3.6	CCOC(=O)N1CCN(C(=O)c2ccc(Cn3c(=S)[nH]c4ccc(Br)cc4c3=O)cc2)CC1
31	i	-0.8	COC(=O)CN1C(=O)[C@H]2[C@@H](/C=C/c3ccccc3)N3C(=O)CN(Cc4ccccc4)C(=O)[C@@]3(Cc3ccccc3)[C@H]2C1=O
51*	i	0.5	N=c1c(C(=O)NCC2CCCO2)cc2c(=O)n3ccccc3nc2n1Cc1ccccc1 (stereo not given)
6	i	-3.6	NS(=O)(=O)c1cnccc1Nc1ccc(Cl)c(Cl)c1
25	i	nt	Cc1cc(C)c(S(=O)(=O)N2CCCCC2CCNC(=O)C(=O)NC2CC2)c(C)c1 (stereo not given)
3	i	0.8	Cc1nn(-c2ccc(F)cc2)c(Cl)c1/C=C1\C(=O)Nc2ccccc21
22	i	0.4	CCCCn1c(=O)n(C)c(=O)c2c(C(F)(F)F)cc(-c3ccncc3)nc21
11	i	-1.3	CCOC(=O)N1CCN(C(=O)c2cn(C)c3ccc(S(=O)(=O)N4CCOCC4)cc3c2=O)CC1
12	i	-0.1	COc1ccccc1CCNC(=O)C(=O)c1cn(CC(=O)N2CCOCC2)c2ccccc12

Additional records.
OX1R FRET antag	KCNQ2 block	STK33 kinase inh	SMILES
25	i	-0.4	COc1ccc(C2C3=C(CC(C)(C)CC3=O)N(C)C3=C2C(=O)CC(C)(C)C3)cc1
7	i	-0.7	CC1Sc2ccc(S(=O)(=O)N3CCN(c4ccccc4)CC3)cc2NC1=O (stereo not given)
4	i	-0.2	Cc1ccc(NC(=S)N2CCCC(c3nc4ccccc4[nH]3)C2)cc1 (stereo not given)
nt	i	0.1	Cc1cc(=O)[nH]c(N/N=C/c2ccc(F)cc2)n1
-2	i	-2.4	O=C(NCCN1CCCCC1)c1cc(OCC(F)(F)F)ccc1OCC(F)(F)F
3	i	0.0	NC(CO)C12CC3CC(CC(C3)C1)C2 (stereo not given)
4	nt	-0.9	CC(=O)Nc1ccc(NC(=O)COC(=O)C2CCCCC2)cc1
5	nt	0.1	COC(=O)c1ccccc1S(=O)(=O)N1CCC(C(=O)N2CCC2)CC1
4	i	-0.9	COc1cccc(N2CCN(C(=O)C3CCCN(S(=O)(=O)c4ccc5c(c4)oc(=O)n5C)C3)CC2)c1 (stereo not given)
8	nt	-0.2	COc1ccc(-c2c(-c3ccccc3OC)oc3ccccc23)cn1

Next section
OX1R FRET antag	KCNQ2 block	STK33 kinase inh	SMILES
1	i	-1.2	O=C(c1cccs1)N(C(=O)c1cccs1)c1ccccn1
30	i	-2.5	CSc1ccc(CCNC(=O)C2CCCN(c3ncnc4c3nc3n4CCCCC3)C2)cc1 (stereo not given)
25	i	-1.1	CCOc1cc2[nH]c(=O)n(CCCC(=O)N(C)Cc3ccccc3)c(=O)c2cc1OCC
21	i	-3.1	O=C(O)CC/C(=N/Nc1ccc([N+](=O)[O-])cc1)C(=O)O
10	i	0.7	Cc1cccc(CCNC(=O)c2cc(S(=O)(=O)N3CCCC3)cn2C)c1
6	i	4.0	CC(C)(C)c1ccc(S(=O)(=O)N2CCN(CCC#N)CC2)cc1
6	i	0.0	c1ccc(Cn2cc(CN3CCCO3)c(-c3ccc4c(c3)OCO4)n2)cc1
4	i	-0.4	COc1ccc(S(=O)(=O)N2CCN(CCc3ccccc3)CC2)cc1
11	i	-1.2	CC(=O)N1CCc2cc(S(=O)(=O)N3CCCCCC3)ccc21
20	i	1.2	COc1ccc(COC(=O)C2CCN(S(=O)(=O)c3ccc(Cl)cc3)CC2)cc1

Following part
OX1R FRET antag	KCNQ2 block	STK33 kinase inh	SMILES
26*	nt	-0.6	O=C(NCC(c1cccs1)N1CCOCC1)c1cc2ccccc2oc1=O (stereo not given)
5	i	0.8	CN(C)CCNC(=O)C(C(=O)c1ccc(F)cc1)n1ccccc1=O (stereo not given)
10	i	-1.5	CCOC(=O)c1[nH]c(C)c(C(=O)c2cc(F)ccc2F)c1C
46	i	-2.5	Cc1ccnc(SCC(=O)c2ccc([N+](=O)[O-])cc2)n1
-2	i	-1.2	Cc1ccc(S(=O)(=O)NC(=O)N(CCC#N)Cc2ccccc2)cc1
17	i	-0.6	O=C(O)c1ccccc1S(=O)(=O)c1ccccc1CO
33	i	-3.1	COC(=O)c1cc(C(=O)Nc2ccc(Cl)cn2)cc([N+](=O)[O-])c1
12	i	0.3	Cc1ccc(CNC(=O)C2CCCN(c3cnccn3)C2)cc1 (stereo not given)
14	i	0.8	COc1ncccc1-c1nnn(-c2ccc(Cl)nc2)n1
2	i	-1.1	Cc1nnc(SCC(=O)NC(C)(C)C)n1NCc1ccc(Cl)cc1

New compounds follow.
OX1R FRET antag	KCNQ2 block	STK33 kinase inh	SMILES
12	i	0.8	COCCNC(=O)C(c1ccc(F)cc1)N(C(=O)CCC(=O)Nc1ccccn1)c1cccc(C)c1 (stereo not given)
2	i	0.6	CCOC(=O)NC1=NCC(C)S1 (stereo not given)
6	nt	-0.3	COc1ccc(-c2oc(=O)c3cc(OC)c(OC)cc3c2C#C[C@]2(O)CC[C@H]3[C@@H]4CCc5cc(OC)ccc5[C@H]4CC[C@@]32C)cc1
20	i	-1.1	CC(=O)Nc1ccc2nc(NC(=O)CS(=O)(=O)c3ccccc3)sc2c1
11	i	0.0	CCOc1ncccc1C(=O)OCC(=O)c1ccc(C)c(C)c1
2	nt	-0.4	CC(C)(C)[C@H]1COC(=O)CCC/C=C/C[C@H](CC(=O)NCCO)C(=O)N1
5	i	1.6	CCCCOC(=O)c1ccc(NC(=O)c2cnccn2)cc1
4	i	0.8	O=C(Cn1cncn1)c1ccc(F)cc1F
9	i	0.4	Cn1c(CNC(=O)c2ccco2)nnc1SCC(=O)N1CCN(c2ccccc2F)CC1
5	i	3.3	O=C(c1ccco1)N(Cc1ccc(Cl)cc1)C1CCS(=O)(=O)C1 (stereo not given)

Nothing new here: entries from further up.
OX1R FRET antag	KCNQ2 block	STK33 kinase inh	SMILES
1	i	-1.2	O=C(c1cccs1)N(C(=O)c1cccs1)c1ccccn1
30	i	-2.5	CSc1ccc(CCNC(=O)C2CCCN(c3ncnc4c3nc3n4CCCCC3)C2)cc1 (stereo not given)
25	i	-1.1	CCOc1cc2[nH]c(=O)n(CCCC(=O)N(C)Cc3ccccc3)c(=O)c2cc1OCC
21	i	-3.1	O=C(O)CC/C(=N/Nc1ccc([N+](=O)[O-])cc1)C(=O)O
10	i	0.7	Cc1cccc(CCNC(=O)c2cc(S(=O)(=O)N3CCCC3)cn2C)c1
6	i	4.0	CC(C)(C)c1ccc(S(=O)(=O)N2CCN(CCC#N)CC2)cc1
6	i	0.0	c1ccc(Cn2cc(CN3CCCO3)c(-c3ccc4c(c3)OCO4)n2)cc1
4	i	-0.4	COc1ccc(S(=O)(=O)N2CCN(CCc3ccccc3)CC2)cc1
11	i	-1.2	CC(=O)N1CCc2cc(S(=O)(=O)N3CCCCCC3)ccc21
20	i	1.2	COc1ccc(COC(=O)C2CCN(S(=O)(=O)c3ccc(Cl)cc3)CC2)cc1
26*	nt	-0.6	O=C(NCC(c1cccs1)N1CCOCC1)c1cc2ccccc2oc1=O (stereo not given)
5	i	0.8	CN(C)CCNC(=O)C(C(=O)c1ccc(F)cc1)n1ccccc1=O (stereo not given)
10	i	-1.5	CCOC(=O)c1[nH]c(C)c(C(=O)c2cc(F)ccc2F)c1C
46	i	-2.5	Cc1ccnc(SCC(=O)c2ccc([N+](=O)[O-])cc2)n1
-2	i	-1.2	Cc1ccc(S(=O)(=O)NC(=O)N(CCC#N)Cc2ccccc2)cc1
17	i	-0.6	O=C(O)c1ccccc1S(=O)(=O)c1ccccc1CO
33	i	-3.1	COC(=O)c1cc(C(=O)Nc2ccc(Cl)cn2)cc([N+](=O)[O-])c1
12	i	0.3	Cc1ccc(CNC(=O)C2CCCN(c3cnccn3)C2)cc1 (stereo not given)
14	i	0.8	COc1ncccc1-c1nnn(-c2ccc(Cl)nc2)n1
2	i	-1.1	Cc1nnc(SCC(=O)NC(C)(C)C)n1NCc1ccc(Cl)cc1
12	i	0.8	COCCNC(=O)C(c1ccc(F)cc1)N(C(=O)CCC(=O)Nc1ccccn1)c1cccc(C)c1 (stereo not given)
2	i	0.6	CCOC(=O)NC1=NCC(C)S1 (stereo not given)
6	nt	-0.3	COc1ccc(-c2oc(=O)c3cc(OC)c(OC)cc3c2C#C[C@]2(O)CC[C@H]3[C@@H]4CCc5cc(OC)ccc5[C@H]4CC[C@@]32C)cc1
20	i	-1.1	CC(=O)Nc1ccc2nc(NC(=O)CS(=O)(=O)c3ccccc3)sc2c1
11	i	0.0	CCOc1ncccc1C(=O)OCC(=O)c1ccc(C)c(C)c1

The list goes on:
OX1R FRET antag	KCNQ2 block	STK33 kinase inh	SMILES
-5	i	0.5	COc1ccccc1CNC(=O)COC(=O)c1cccc(S(=O)(=O)N2CCCC2)c1
13	i	-0.6	CCOC(=O)c1c(C)[nH]c(N=Nc2ccccc2C)c1C
10	i	-0.7	O=C(O)C1C2CC3C(OC(=O)C31)C2Cl (stereo not given)
4	nt	0.0	COc1cc(Cl)c(C)cc1NC(=O)CSc1nnc(CN2CCCC2)o1
14	i	-0.8	Cc1ccc(-c2nc(N)c3c(-c4ccc(C)cc4)nn(C(C)(C)C)c3n2)cc1
19	i	-0.8	CCOc1cc2c(cc1OC)C(c1cccc([N+](=O)[O-])c1)NCC2 (stereo not given)
10	i	0.0	O=C(NCC(c1ccco1)N1CCN(c2ccc(F)cc2)CC1)OCc1ccccc1 (stereo not given)
-3	i	-1.2	O=C(O)CCC(=O)N1CN2CN(C(=O)CCC(=O)O)CC([N+](=O)[O-])(C2)C1
18	i	-1.0	CC(C)c1ccc(S(=O)(=O)N2CCC3(CC2)OCCO3)cc1
1	i	-0.3	COc1ccc(NC(=O)NNC(=O)c2ccc(-c3ccccc3)cc2)cc1

3 compounds out of the list above, ordered by the value under OX1R FRET antag, high to low.
OX1R FRET antag	KCNQ2 block	STK33 kinase inh	SMILES
19	i	-0.8	CCOc1cc2c(cc1OC)C(c1cccc([N+](=O)[O-])c1)NCC2 (stereo not given)
18	i	-1.0	CC(C)c1ccc(S(=O)(=O)N2CCC3(CC2)OCCO3)cc1
10	i	-0.7	O=C(O)C1C2CC3C(OC(=O)C31)C2Cl (stereo not given)

Next results:
OX1R FRET antag	KCNQ2 block	STK33 kinase inh	SMILES
38	i	0.1	CC(C)C(NS(=O)(=O)c1cccc2nsnc12)C(=O)NCCC1=CCCCC1 (stereo not given)
10	i	-1.5	COC(=O)[C@@H]1C[C@@]2(O)[C@H](O)[C@H](O)[C@H](O)C[C@H]2N1C/C=C/c1ccccc1
19	i	-0.3	CC(=O)C1=C(O)CC(c2ccccc2)CC1=NCCc1ccccc1 (stereo not given)
2	i	-1.4	CCOC(=O)c1ccc(NC(=O)N2CCN(c3cccc(OC)c3)CC2)cc1
13	i	-1.3	COc1cc(/C=C/C(=O)N2CC(C)OC(C)C2)cc(OC)c1OC (stereo not given)

Screens: PubChem, several laboratories
